Pemphigus Ab inh: blocks pemphigus antibody binding to human desmoglein-3. P32926. DSG3-coupled beads, scFv-anti-DSG3-GFP binding, flow cytometry; hits give low values. binding (percent of control), % at 10 µM. 310,000 tested, 0.48% active. AID 588358;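 active = binding more than 3 SD below its plate's average and above zero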;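 note: hits lower antibody fragment binding to DSG3; some compounds called inactive have numbers as strong as hits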
Wnt bcat act: activators of Wnt/beta-catenin signaling | Wnt/beta-catenin reporter cell assay, activator, plate reader | activation, % at 9.35 µM | 300,000 tested, 1.2% active | AID 743398; in the data active = activation above about 30%, passing the limit was not always enough;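 note: 0% = neutral control wells and 100% = positive control wells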
LANA DNA inh: KSHV C-LANA DNA binding inhibition; MBP-C-LANA/FAM-LBS DNA binding, fluorescence polarization; inhibition, % at 9 µM; 340,000 tested, 0.078% active;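 active = highest replicate inhibition at or above 60% at 9 µM, even if other replicates fall short; inactive = all replicates below 60% inhibition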;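 note: 0% = neutral control wells and 100% = 4 µM acridine orange control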
cardiac RTF act: cardiac RTF calcium sensitization; P19429+P45379; 340,000 tested, 0.24% active; IANBD-labeled TnC RTF fluorescence at EC20 calcium; 0% EC20 calcium, 100% full calcium; activation, % at 7.2 µM;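 active = activation above the mean over all tested compounds plus 3 SD, cut at about 30% in these data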;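 note: rise in fluorescence read as greater calcium sensitivity of cardiac thin filaments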
MOR-DOR ag: agonists of human mu-delta opioid receptor heterodimerization; P35372+P41143; 340,000 tested, 0.3% active; activation, % at 9.3 µM; AID 504326; cells, OPRM1-OPRD1 heterodimerization, luminescence; in the data active = activation above about 18%;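 note: 0% = vehicle-treated cells and 100% = reference agonist; values of inactives mirror those of a sister screen read the other way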
Target sequence (P35372 whole entry, looked up): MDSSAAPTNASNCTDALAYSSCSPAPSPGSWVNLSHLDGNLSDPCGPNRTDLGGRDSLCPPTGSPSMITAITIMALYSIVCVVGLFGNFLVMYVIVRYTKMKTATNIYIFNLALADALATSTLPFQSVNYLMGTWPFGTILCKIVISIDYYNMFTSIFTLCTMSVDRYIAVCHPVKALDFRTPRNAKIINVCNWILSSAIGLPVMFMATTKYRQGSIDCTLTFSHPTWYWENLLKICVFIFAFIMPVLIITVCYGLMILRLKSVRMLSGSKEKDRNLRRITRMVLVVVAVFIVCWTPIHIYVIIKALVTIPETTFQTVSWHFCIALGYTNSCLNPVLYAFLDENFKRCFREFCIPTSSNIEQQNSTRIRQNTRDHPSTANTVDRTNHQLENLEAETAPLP
Target sequence (P41143 whole entry, looked up): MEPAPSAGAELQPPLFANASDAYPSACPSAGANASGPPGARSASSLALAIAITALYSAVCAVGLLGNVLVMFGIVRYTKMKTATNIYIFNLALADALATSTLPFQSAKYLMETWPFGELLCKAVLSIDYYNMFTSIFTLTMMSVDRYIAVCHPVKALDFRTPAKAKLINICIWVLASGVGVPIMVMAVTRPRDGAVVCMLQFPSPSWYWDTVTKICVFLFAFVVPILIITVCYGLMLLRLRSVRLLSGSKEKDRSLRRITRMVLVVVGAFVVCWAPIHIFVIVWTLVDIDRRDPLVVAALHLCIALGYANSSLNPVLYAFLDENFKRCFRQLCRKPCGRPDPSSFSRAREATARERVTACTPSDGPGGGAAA
RTF Ca sens inh: cardiac RTF calcium desensitization; P19429+P45379; IANBD-labeled cardiac RTF, Ca2+ fluorescence; inhibition, % at 7.15 µM; 340,000 tested, 0.12% active;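 active = inhibition above the mean inhibition of all tested compounds plus 3 SD, cut at about 17% in these data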;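 note: assay run at fixed EC70 calcium of 1.6 mM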
Keap1-Nrf2 PPI: disrupts human Keap1 binding to Nrf2 peptide. 340,000 tested, 0.15% active. inhibition, % at 9.4 µM. Q14145. Keap1 Kelch-Nrf2 peptide fluorescence polarization, 1536-well; in the data active = inhibition above about 12%;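 note: human Keap1 Kelch domain with fluorescein labeled Nrf2 9mer peptide probe; 0% = neutral control wells and 100% = peptide positive control; higher means more block of Keap1 binding to Nrf2 peptide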
Arr AP2 block: blocks beta-arrestin peptide binding to AP2 adaptin | 340,000 tested, 0.31% active | inhibition, % at 10 µM | AID 504490 | FITC-arrestin peptide / GST-AP2 beads, flow cytometry; AP2 beta2 appendage carries R879A mutation;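 active = inhibition above a set limit, near 3 SD of compounds lacking own fluorescence, cut at about 54% in these data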;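 note: plate controls were DMSO wells for no effect and 5 µM unlabelled arrestin peptide for full effect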
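Test system: GST-tagged AP2 beta2-adaptin appendage (R879A) on 4 µm glutathione beads; also added: fluorescein-tagged arrestin peptide at 50 nM final; timing: 12 min plus 1 h, RT; signal: flow cytometry, FL1 (488/535 nm); read-out: percent drop in bead-associated FITC signal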
MOR-DOR inv ag: inverse agonists of human mu-delta opioid receptor heterodimerization; inhibition, % at 9.3 µM; P35372+P41143; 340,000 tested, 0.21% active; cell-based MOR-DOR heterodimer luminescence, inverse agonism; in the data active = inhibition above about 22%, passing the limit was not always enough;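 note: 0% = cells with DMSO and 100% = wells without cells with DMSO; values of inactives mirror those of a sister screen read the other way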
V-ATPase pH: alters yeast V-ATPase proton transport; 350,000 tested, 0.37% active; S. cerevisiae, pHLuorin cytosolic pH fluorescence; response, % at 10 µM; in the data active = response mostly above about 7.3%, no sharp cut-off; inactive = mostly below about 5.4%; note: actives read high; inactives centre near 0; some compounds called inactive have numbers as strong as hits; reference of the scale not given here
Numbers without * were called inactive; . = not tested or not shown. Random draw from the library; any-hit rate near 3.1%.

Results follow in this order: Pemphigus Ab inh | Wnt bcat act | LANA DNA inh | cardiac RTF act | MOR-DOR ag | RTF Ca sens inh | Keap1-Nrf2 PPI | Arr AP2 block | MOR-DOR inv ag | V-ATPase pH
- Cc1nc2ccccc2n1CC(=O)N/N=C/c1cccs1
    88 | 0 | -0.4 | 0 | . | -5 | 0 | 0 | . | -1
- CCc1c(C(=O)Nc2ccc(C)c(C)c2)[nH]c(C)c1C(C)=O
    103 | 12 | -1.2 | -6 | -2.4 | 5 | 0 | 2 | 12 | -2
- CCn1ccc2c(OCC(=O)NCCc3ccc(OC)c(OC)c3)cccc2c1=O
    108 | -2 | 0.6 | 5 | -0.2 | 4 | 1 | -18 | 1 | 1
- CC1=C/C(=N\NC(=S)NCCc2ccccc2)CC(C)(C)C1
    105 | 2 | -1.2 | -5 | -2.0 | 3 | -4 | -17 | 11 | 0
- Cc1ccc(Cn2c(CN3CC(C)OC(C)C3)nc3c2c(=O)n(C)c(=O)n3C)cc1 (centres undefined)
    96 | 1 | -0.6 | -4 | -0.1 | -1 | 2 | 6 | 1 | 5
- CN(Cc1cnn(C)c1)Cc1nc(-c2ccc(Cl)cc2)no1
    . | 1 | -1.3 | 3 | 0.6 | 1 | -1 | 8 | -3 | 0
- Cc1cc(Nc2cccc(Cl)c2)nc(-c2ccccc2O)n1
    104 | -2 | -0.5 | -8 | 4.2 | 8 | -4 | -4 | -20 | 5
- COc1ccc(C2CC(=O)C=C(NC3CCCC3)C2)cc1 (centres undefined)
    103 | . | 0.1 | 1 | 4.1 | 3 | -4 | 3 | -24 | -1
- Cc1cccc(C(=O)Nc2cc(S(=O)(=O)N3CCOCC3)ccc2N2CCCCC2)c1
    107 | -3 | -0.9 | 4 | -0.5 | -9 | -5 | -5 | 2 | 0
- COc1cccc(/C=N/n2nnnc2N)c1OCC#N
    106 | -2 | 1.6 | -5 | -3.1 | 0 | -2 | -5 | 16 | -4
- Nc1ccccc1NC1CCCCC1
    115 | 1 | -1.4 | 2 | 0.4 | -2 | 0 | 48 | -2 | 0
- O=C(Nc1nc(-c2ccc(Cl)cc2)cs1)c1cccnc1
    90 | -1 | 0.4 | 1 | -1.6 | -2 | -1 | -9 | 9 | 3
- CC(C)N1C(=O)C2C(C(=O)NC3CCCCC3)C3C=CC2(O3)C1C(=O)NC1CCCC1 (centres undefined)
    103 | . | 0.8 | 1 | -2.6 | -18 | 0 | 1 | 16 | 6
- CCCN(Cc1nnc(-c2ccccc2Cl)o1)C(=O)c1cc([N+](=O)[O-])cc([N+](=O)[O-])c1
    . | -1 | 0.8 | -2 | 7.8 | -13 | -1 | 12 | -39 | -1
- Cc1ccc(C2NC(=O)NC(O)(C(F)(F)F)C2C(=O)c2cccs2)o1 (centres undefined)
    93 | . | 1.1 | -6 | 5.2 | 1 | -9 | 8 | -28 | 3
- COc1ccc(/C(O)=C2\C(=O)C(=O)N(c3cc(C)on3)C2c2ccccc2OC)cc1C (centres undefined)
    94 | -3 | 0.6 | -6 | 0.9 | -1 | -3 | 9 | -5 | -2
- O=C(Nc1ccccc1C(=O)O)C1=NN=CC1
    95 | 6 | 2.0 | 4 | -0.7 | -11 | -5 | 8 | 4 | 3
- Cc1nn(Cc2cccc3ccccc23)c(C)c1NC(=O)c1cccnc1
    100 | . | -0.2 | -2 | 0.7 | 2 | -3 | 8 | -5 | 5
- Cc1ccc(NC(=O)N2CCN(S(=O)(=O)c3ccccc3)CC2)cc1
    106 | . | -1.0 | -6 | -1.8 | 8 | -3 | -8 | 9 | 1
- CCOc1ccc(/C=N/N2C(C)CCCC2C)cc1 (centres undefined)
    102 | 12 | -0.9 | -7 | 0.7 | -3 | -4 | 6 | -3 | -1
- CCCCC(=O)Nc1ncc([N+](=O)[O-])s1
    99 | 3 | 1.2 | 5 | -0.2 | -7 | 2 | 3 | 1 | 1
- CCSc1ccccc1C(=O)NCCc1ccccc1
    100 | 0 | -1.4 | 0 | -1.4 | 5 | -1 | 6 | 7 | 0
- Cn1nc(C(=O)Nc2nc3ccc(S(C)(=O)=O)cc3s2)ccc1=O
    . | -1 | 31 | -5 | -2.6 | 7 | -4 | 5 | 12 | 2
- Cc1cc(-c2cccc([N+](=O)[O-])c2)nc2ccc3ccccc3c12
    -1.4* | . | -1.5 | 0 | -0.4 | -2 | -6 | 4 | 2 | -7
- N#Cc1ccc(NC(=O)c2cc(S(=O)(=O)N3CCOCC3)ccc2N2CCCC2)cc1
    92 | -1 | 0.7 | 3 | 2.8 | -5 | -3 | 1 | -18 | 2
- COCCNC(=O)c1ccc2nc(Cc3ccc(OC)c(OC)c3)oc2c1
    141 | 2 | 0.1 | -4 | -2.9 | -6 | -1 | -9 | 14 | -4
- CCOC(=O)C1CCN(S(=O)(=O)c2ccc(Br)c(OCC)c2)CC1
    . | -1 | 0.6 | -3 | 6.1 | -3 | 0 | -9 | -28 | 3
- CN(C)S(=O)(=O)c1cccc(C(=O)OCC(=O)Nc2ccccc2OC(F)F)c1
    98 | -4 | 1.7 | -3 | -2.1 | -6 | -5 | 0 | 11 | 2
- Cc1cccc(C)c1-n1nnnc1C(C)(C)N1CCN(N=O)CC1
    112 | 4 | 0.9 | 0 | -0.7 | -6 | 2 | 9 | 4 | -8
- CC1=CC2=NC(=O)/C(=C/c3coc4ccccc4c3=O)C(=N)N2O1
    93 | 2 | 9.6 | . | . | . | -16 | 11 | . | 2
- CCOc1cc(C)ccc1OCc1nnc(SCC(=O)Nc2cccc(C(=O)O)c2)n1-c1ccccc1
    114 | 0 | -1.9 | 1 | -1.5 | -6 | -5 | -2 | 7 | -2
- Cc1cc(Nc2cccc(Cl)c2Cl)n2ncnc2n1
    122 | -2 | 3.1 | 4 | -1.6 | 2 | -2 | 16 | 8 | -1
- O=C(NCc1cccnc1)c1ccc(COc2ccccc2Br)o1
    119 | -6 | -0.4 | -5 | 2.0 | -7 | 2 | 6 | -12 | -2
- Cc1cccc(C(=O)NNS(=O)(=O)c2ccc(F)cc2)c1
    134 | 0 | 0.0 | -7 | -3.0 | 1 | 0 | -1 | 15 | -5
- Cc1ccc(OCCOC(=O)c2nc3nccc(C)n3n2)cc1
    99 | 1 | -1.4 | -1 | 0.0 | 11 | -1 | 13 | 0 | 0
- O=C(COC(=O)c1cc(Cl)ccc1O)Nc1ccccc1C(=O)NC1CC1
    101 | 0 | 0.1 | 0 | -0.6 | 1 | -3 | 11 | 2 | 3
- Cc1cc2cc(C=O)c(Cl)nc2cc1C
    104 | 4 | 3.9 | -2 | -1.4 | -2 | -4 | -4 | 7 | 0
- CCCn1c(SCC(N)=O)nnc1C(C)C
    101 | . | -1.9 | 4 | -1.1 | -3 | -4 | 7 | 6 | 0
- CCCn1c(N2CCN(CC(=O)c3c(C)n(C)c4ccccc34)CC2)nc2c1c(=O)[nH]c(=O)n2C
    103 | . | 0.7 | -4 | -2.0 | -5 | -3 | 31 | 9 | 3
- Cc1cc(C)n2nc(C(=O)NCc3ccco3)cc2n1
    101 | 1 | -0.4 | -1 | -2.2 | -1 | -3 | 2 | 12 | -1
- COc1ccc(C)cc1NC(=O)CN1C(=O)C(=O)N(C2CCCC2)C1=O
    80 | 1 | -2.1 | -1 | -3.4 | -1 | -2 | 22 | 15 | -2
- CSc1cccc(CNC(=O)C2CCC(=O)N(CC3CCCCC3)C2)c1 (centres undefined)
    100 | 6 | 1.0 | -7 | -1.6 | -2 | -2 | 34 | 11 | -3
- Cc1sc2nc(C3CC3)nc(SCC(=O)N3c4ccccc4CC3C)c2c1C (centres undefined)
    104 | . | -1.4 | 3 | -1.1 | 0 | -3 | 21 | 6 | -5
- Cc1nc(SCC(=O)c2cccc([N+](=O)[O-])c2)n[nH]1
    100 | . | -0.6 | 1 | -2.3 | -6 | -3 | 4 | 11 | 3
- NC(=O)c1ccccc1OCC(=O)Nc1ccc2c(c1)OCCO2
    105 | 22 | 0.1 | 1 | -0.6 | -8 | -2 | 37 | 4 | 7.3*
- Cc1ccc(N(C)S(=O)(=O)c2csc(C(N)=O)c2)cc1C
    95 | 3 | -0.3 | -3 | -1.1 | -4 | -1 | -3 | 5 | 2
- C/C(=N\NC(=O)Cc1c(C)[nH][nH]c1=O)c1ccc(Cl)c(Cl)c1
    97 | -4 | 0.4 | 0 | -2.1 | -2 | -8 | -6 | 11 | 5
- C/C(=N\Nc1ccc([N+](=O)[O-])cc1)c1ccc(-n2nncc2C)cc1
    102 | 0 | -0.3 | -4 | -2.9 | 1 | -1 | 7 | 15 | -2
- C1=C(c2ccccc2)N2CCN=C2S1
    109 | . | 0.5 | 5 | -0.9 | 9 | -2 | 14 | 5 | 0
- CN1CCN(C2Cc3cc(F)ccc3Sc3ccc(Cl)cc32)CC1 (centres undefined)
    106 | -1 | -1.0 | 9 | 7.1 | -3 | -5 | 6 | -36 | 6

Further results follow:
Results follow in this order: Pemphigus Ab inh | Wnt bcat act | LANA DNA inh | cardiac RTF act | MOR-DOR ag | RTF Ca sens inh | Keap1-Nrf2 PPI | Arr AP2 block | MOR-DOR inv ag | V-ATPase pH
- CSC1=NC(C(Cl)(Cl)Cl)N=C(c2ccccc2)N1 (centres undefined)
    114 | -6 | -0.5 | 2 | 0.0 | -4 | -3 | -20 | 0 | 0
- COC(=O)c1c(NC(=O)c2cnccn2)sc2c1CCC2
    98 | . | -1.6 | -2 | -2.2 | -23 | -2 | -12 | 14 | 1
- CC[C@H](C)NC(=O)CCCCCn1c(=S)[nH]c2c([nH]c3ccc(OC)cc32)c1=O
    104 | 0 | -0.8 | 2 | 0.1 | -3 | 2 | 22 | 0 | 2
- CCOC(=O)c1sc2nc(N3CCOCC3)c3c(c2c1N)CCN(Cc1ccccc1)C3
    99 | 0 | -0.2 | -8 | -2.0 | -14 | 0 | 4 | 11 | -2
- CC(=O)c1cccc(NC(=O)/C(=C/c2ccncc2)NC(=O)c2ccccc2)c1
    103 | 0 | -0.1 | 7 | -0.2 | -7 | -2 | 10 | 1 | 3
- Cc1ccc(/C=N/N2CCN(Cc3ccccc3)CC2)o1
    96 | 3 | 0.2 | 0 | 1.3 | -1 | -3 | 33 | -8 | -6
- CCNC(=O)CSc1nc2ccccc2c(=O)n1OC
    107 | . | -0.5 | 8 | 1.1 | -8 | 0 | 7 | -6 | 0
- CCC1CCCCN1Cc1c(O)ccc2c(=O)c(-c3ccccc3)coc12 (centres undefined)
    105 | -1 | 1.6 | 2 | -0.6 | -11 | 1 | -5 | 3 | 0
- Cc1ccc(S(=O)(=O)N2CCOCC2)cc1C(=O)OCC(=O)c1c(N)n(C)c(=O)n(C)c1=O
    . | -2 | 0.3 | 8 | 1.9 | -7 | -3 | 10 | -8 | 1

Screens from PubChem.
